High-throughput results (PubChem BioAssay)
ARNT-TACC3 inh = ARNT/TACC3 interaction disruption. Q9Y6A5. AlphaScreen His-ARNT PAS-B/GST-TACC3 binding, luminescence; TACC3 fragment carries E629A point mutation. 0.66% of 390,000 active. inhibition, % at 9.99 µM. AID 623870;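 active = mean inhibition of replicates at least 50% and at least half of replicates each reaching 50%; inconclusive = half or more replicates reach 50% but mean below 50%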;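 note: 0% = complete ARNT plus TACC3 wells and 100% = ARNT alone without TACC3; many hits fall short of the cut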
SIRT5 inh = inhibitors of human sirtuin-5 desuccinylase; Purified SirT5, succinyl-peptide AMC, trypsin-coupled fluorescence; inhibition, % at 15 µM; 1.1% of 330,000 active; in the data active = inhibition above about 15%; inconclusive = no clear call, values can overlap the other calls
Target sequence (Q9NXA8 whole entry, looked up): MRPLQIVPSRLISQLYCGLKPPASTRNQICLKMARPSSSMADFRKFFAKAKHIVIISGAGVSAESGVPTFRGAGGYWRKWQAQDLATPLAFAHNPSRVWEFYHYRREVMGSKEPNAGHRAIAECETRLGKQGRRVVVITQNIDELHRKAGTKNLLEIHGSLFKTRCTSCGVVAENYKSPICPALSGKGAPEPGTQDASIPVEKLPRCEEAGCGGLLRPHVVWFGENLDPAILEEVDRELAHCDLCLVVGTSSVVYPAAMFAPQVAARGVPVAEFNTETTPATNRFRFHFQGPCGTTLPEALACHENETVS
Statin myotox sup = suppression of simvastatin myotoxicity; C2C12 myotubes + simvastatin, ATP luminescence, 48 h; scaled: DMSO 0, geranylgeraniol control 100; rescue of ATP level, % at 7.49 µM; 0.78% of 330,000 active; AID 602340;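 active = mean ATP rescue above about 67%, or every replicate alone reaching that limit, limit read from the data, passing the limit was not always enough; inconclusive = no clear call, values can overlap the other calls; inactive = mean under the limit and some replicate under it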;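 note: myotubes were challenged with 10 µM simvastatin during compound exposure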
miR-122 sensor = blocks miR-122 activity in Huh7 sensor cells. Huh7 miR-122 Renilla luciferase sensor, 48 h; neutral wells = 0, positive control = 100. activation (reporter increase), % at 12.5 µM. 0.3% of 340,000 active. AID 602342;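 active = mean replicate activation score at least 90 and every replicate individually at or above 90; inconclusive = only one of the two criteria met; inactive = neither criterion met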;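 note: higher luciferase means less miR-122 activity so hits act as miR-122 inhibitors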
esBAF inh = inhibitors of esBAF chromatin remodeling in mouse ES cells | Bmi1-luciferase knock-in reporter, 24 h; 100% = twice the neutral-well signal | reporter increase, % at 12.5 µM | 2% of 350,000 active; in the data active = activation above about 40%; inconclusive = no clear call, values can overlap the other calls;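 note: 0% = median of the plate's neutral control wells and 100% = double that signal; a rise in the Bmi1 reporter signal indicates esBAF inhibition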
ERp5 block = ERp5 (human) disulfide isomerase inhibition; Q15084; ERp5 insulin aggregation, absorbance 650 nm, 90 min; inhibition, % at 9.99 µM; 0.05% of 350,000 active; AID 651711;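 active = mean replicate inhibition above about 25%, with every replicate also reaching it, limit read from the data, passing the limit was not always enough; inconclusive = only one of those two criteria met; inactive = neither criterion met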
Target sequence (Q15084 whole entry, looked up): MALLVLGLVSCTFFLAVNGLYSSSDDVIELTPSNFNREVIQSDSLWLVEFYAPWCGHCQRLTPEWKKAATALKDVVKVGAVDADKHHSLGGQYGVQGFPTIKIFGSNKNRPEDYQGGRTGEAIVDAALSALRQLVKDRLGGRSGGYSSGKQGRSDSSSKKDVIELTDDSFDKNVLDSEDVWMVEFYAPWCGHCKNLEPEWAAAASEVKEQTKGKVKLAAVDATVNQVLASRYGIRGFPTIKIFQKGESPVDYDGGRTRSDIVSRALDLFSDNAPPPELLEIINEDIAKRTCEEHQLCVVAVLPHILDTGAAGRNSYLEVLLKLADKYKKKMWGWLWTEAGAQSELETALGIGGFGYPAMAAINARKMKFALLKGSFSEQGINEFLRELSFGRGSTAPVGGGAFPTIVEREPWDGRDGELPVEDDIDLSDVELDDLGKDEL
Cneo AK release = Cryptococcus neoformans lysis via adenylate kinase release. lysis activity, % at 15 µM. 0.2% of 360,000 active. C. neoformans lysis, adenylate kinase release luminescence, 4 h; normalised: neutral wells 0, clomiphene wells 100;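 active = mean lysis activity across replicates of at least 80%, whatever share of replicates individually reach that level; inactive = mean lysis activity below 80%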
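Assay system: C. neoformans cells. Amount: yeast cell density of 5 × 10^6 cells/mL. Technique: AK luminescence. Buffer or medium: YPD. Times: static 4 h at 37 °C with compound, 1 h detection. Dosing: single-point compound dose. Read-out: lysis from increased AK signal.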
* = called active by the depositor; u = inconclusive; x = not tested or not shown; [ ] = remark or other dose.

no. | SMILES | Statin myotox sup | miR-122 sensor | Cneo AK release | SIRT5 inh | ERp5 block | ARNT-TACC3 inh | esBAF inh
1 | CC(C)(C)c1ccc(NC(=O)COC(=O)C2=COCCO2)cc1 | 4.1 | -3.0 | x | x | x | -8.4 | 15.4
2 | COC(=O)c1ccc(CNC(=O)C2CCC(=O)N(Cc3cccc(F)c3)C2)cc1 (stereo not drawn) | 3.7 | 4.1 | -0.5 | -1.2 | -5.0 | 0.6 | -2.6
3 | CC(=O)[C@@]1(O)C(C)CC2C3C=C(C)C4=Cc5c(cnn5-c5ccccc5)C[C@]4(C)C3C(O)C[C@@]21C (stereo partly drawn) | -4.8 | x | 1.5 | -5.6 | 2.2 | -3.9 | -3.4
4 | CCc1cc2cc(OC)ccc2nc1SCC(=O)NNC(=O)c1ccco1 | 3.5 | -7.3 | x | 0.4 | -5.1 | -21.7 | -2.5
5 | Cc1cc(OC(C)C(=O)N(Cc2ccco2)C2CCS(=O)(=O)C2)cc(C)c1Cl (stereo not drawn) | 22.8 | -10.1 | 4.1 | x | x | -6.4 | 15.8
6 | CCCC#Cc1ccc([C@@H]2[C@H]3CN(S(C)(=O)=O)CCCCN3[C@H]2CO)cc1 | -7.1 | 12.2[16.7 µM] | 51.5 | -2.2 | -0.1 | -1.3 | -0.6
7 | Cc1noc(C)c1S(=O)(=O)N(C)C[C@H]1OCCCC[C@@H](C)Oc2ccc(NC(=O)NC(C)C)cc2C(=O)N([C@H](C)CO)C[C@@H]1C | x | -7.0[16.7 µM] | -4.4 | -0.2 | -7.0 | -0.7 | -3.1
8 | CCN(CC)C(=O)C1=C(C)N(Cc2ccc(OC)cc2)C(=O)C(CC(=O)NCC2CCCCC2)C1 (stereo not drawn) | -0.5 | -2.7 | -0.1 | -1.4 | 4.5 | x | 4.9
9 | O=C(CSc1ccc2nnc(CCNC(=O)c3ccccc3)n2n1)NCCc1ccccc1 | 1.5 | -2.9 | -0.7 | -3.7 | -3.3 | -1.2 | 8.9
10 | C[C@@H]1CN([C@H](C)CO)C(=O)c2cc(NC(=O)C3CC3)ccc2O[C@H]1CN(C)S(C)(=O)=O | -9.9 | -6.0[16.7 µM] | 11.3 | -5.6 | -1.5 | -5.6 | -6.5

Structures from the list above with nitrogen in an aromatic ring (4):
no. | SMILES | Statin myotox sup | miR-122 sensor | Cneo AK release | SIRT5 inh | ERp5 block | ARNT-TACC3 inh | esBAF inh
3 | CC(=O)[C@@]1(O)C(C)CC2C3C=C(C)C4=Cc5c(cnn5-c5ccccc5)C[C@]4(C)C3C(O)C[C@@]21C (stereo partly drawn) | -4.8 | x | 1.5 | -5.6 | 2.2 | -3.9 | -3.4
4 | CCc1cc2cc(OC)ccc2nc1SCC(=O)NNC(=O)c1ccco1 | 3.5 | -7.3 | x | 0.4 | -5.1 | -21.7 | -2.5
7 | Cc1noc(C)c1S(=O)(=O)N(C)C[C@H]1OCCCC[C@@H](C)Oc2ccc(NC(=O)NC(C)C)cc2C(=O)N([C@H](C)CO)C[C@@H]1C | x | -7.0[16.7 µM] | -4.4 | -0.2 | -7.0 | -0.7 | -3.1
9 | O=C(CSc1ccc2nnc(CCNC(=O)c3ccccc3)n2n1)NCCc1ccccc1 | 1.5 | -2.9 | -0.7 | -3.7 | -3.3 | -1.2 | 8.9

The main list resumes, repeating the 3 entries before the break.
no. | SMILES | Statin myotox sup | miR-122 sensor | Cneo AK release | SIRT5 inh | ERp5 block | ARNT-TACC3 inh | esBAF inh
8 | CCN(CC)C(=O)C1=C(C)N(Cc2ccc(OC)cc2)C(=O)C(CC(=O)NCC2CCCCC2)C1 (stereo not drawn) | -0.5 | -2.7 | -0.1 | -1.4 | 4.5 | x | 4.9
9 | O=C(CSc1ccc2nnc(CCNC(=O)c3ccccc3)n2n1)NCCc1ccccc1 | 1.5 | -2.9 | -0.7 | -3.7 | -3.3 | -1.2 | 8.9
10 | C[C@@H]1CN([C@H](C)CO)C(=O)c2cc(NC(=O)C3CC3)ccc2O[C@H]1CN(C)S(C)(=O)=O | -9.9 | -6.0[16.7 µM] | 11.3 | -5.6 | -1.5 | -5.6 | -6.5
11 | COCCn1c(-c2cccc(Br)c2)nc2c(c(=O)c3ccccc3n2C)c1=O | x | x | x | 1.9 | -2.6 | 0.1 | x
12 | C[C@H]1CN([C@@H](C)CO)C(=O)c2cccc(NC(=O)c3ccncc3)c2O[C@@H]1CN(C)S(=O)(=O)c1cn(C)cn1 | -31.2 | -1.5[16.7 µM] | -4.8 | -1.0 | 1.7 | -6.4 | -1.5
13 | Cc1ccccc1Cn1ccc(NC(=O)c2nn3cccnc3c2Cl)n1 | -5.3 | 2.2 | x | -5.7 | -2.4 | 13.9 | 33.0
14 | CCCC(=O)n1nc(-c2cccnc2)nc1NCc1ccccc1 | x | 4.0 | -4.0 | 0.4 | -4.6 | -1.9 | x
15 | O=C(O)/C=C/C(=O)Nc1ccc(OCc2ccccc2)cc1 | -1.0 | x | x | 1.0 | 1.6 | -0.8 | 8.7
16 | CC(C)C#Cc1cnc2c(c1)C(=O)N([C@H](C)CO)C[C@H](C)[C@@H](CN(C)C(=O)c1ccccn1)O2 | 7.9 | 0.3[16.7 µM] | -4.3 | 0.5 | -7.0 | -2.0 | -0.8
17 | CC(=O)c1ccc(NC(=O)N2C3CCC2CC(O)(c2cccnc2)C3)cc1 (stereo not drawn) | -6.8 | 1.1 | 2.8 | -0.7 | -4.3 | -9.5 | -4.8
18 | CN(C)c1cccc(C(=O)NNC(=S)NC2CC3CCC2C3)c1 (stereo not drawn) | -5.0 | 4.9 | 4.4 | -1.7 | -8.3 | 7.4 | u
19 | CCN(Cc1ccccc1)C(=O)c1oc2ccc(S(=O)(=O)N3CCOCC3)cc2c1C | -0.5 | x | 9.7 | 0.1 | 2.9 | 7.9 | 1.2
20 | COC(=O)c1ccc(CNC(=O)COC(=O)C2CC3C=CC2C3)cc1 (stereo not drawn) | x | x | x | -1.7 | 0.8 | -13.1 | x

Screen by screen, as entered above.
SIRT5 inh, nos. 11 to 20: 1.9, -1.0, -5.7, 0.4, 1.0, 0.5, -0.7, -1.7, 0.1, -1.7

Some of the entries above, reformatted.
Below each compound – Statin myotox sup	miR-122 sensor	Cneo AK release	SIRT5 inh	ERp5 block	ARNT-TACC3 inh	esBAF inh
(14) CCCC(=O)n1nc(-c2cccnc2)nc1NCc1ccccc1
→ x	4.0	-4.0	0.4	-4.6	-1.9	x
(18) CN(C)c1cccc(C(=O)NNC(=S)NC2CC3CCC2C3)c1 (stereo not drawn)
→ -5.0	4.9	4.4	-1.7	-8.3	7.4	u

Next entries follow.
no. | SMILES | Statin myotox sup | miR-122 sensor | Cneo AK release | SIRT5 inh | ERp5 block | ARNT-TACC3 inh | esBAF inh
21 | COc1ccc([N+](=O)[O-])cc1NC(=O)Cc1ccc(C)cc1 | x | x | x | -1.7 | -4.3 | -1.4 | x
22 | CC1(C(=O)Nc2ccc(Cl)cc2)Cc2c(-c3cccc(C(N)=O)c3)ccnc2O1 (stereo not drawn) | -4.2 | 35.6 | 4.2 | -1.6 | 2.8 | x | -3.9
23 | O=C1N(c2ccccc2)C2CS(=O)(=O)CC2N1c1ccc(Br)cc1 (stereo not drawn) | 35.5 | x | 4.3 | x | x | -2.2 | -3.5
24 | CCOC(=O)C1CCN(Cc2cnc(Oc3ccc(OC)cc3)s2)CC1 | -0.7 | -6.2 | 0.8 | x | x | -0.8 | 5.4
25 | O=C(/C=C/c1ccc(Cl)cc1)N1CCN(c2ccccn2)CC1 | x | x | x | -2.1 | -1.3 | -3.5 | x
26 | COC(=O)CC(c1ccccc1F)N1Cc2ccccc2C1=O (stereo not drawn) | 0.8 | 2.3 | 2.8 | -0.3 | -3.7 | -4.8 | -11.5
27 | O=[N+]([O-])c1cccc(-c2ccc(SCc3ccccn3)nn2)c1 | -5.7 | 4.0 | 0.0 | -2.6 | 4.2 | x | 42.2*
